# Tb PFK block – qHTS Assay to Find Inhibitors of T. brucei phosphofructokinase; ATP-dependent 6-phosphofructokinase (Trypanosoma brucei brucei), O15648; T. brucei PFK, ADP-Glo luminescence; hit rate 0.17% among 330,000; AID 485367, 2010; Potency, µM (top dose mostly 57.5 µM), without a hit: at the highest dose activity, negative = inhibition, actives largely listed as inhibitors;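 further: potency means the concentration at half of the fitted maximal effect; 0% = uninhibited 1x PFK enzyme wells and -100% = no-enzyme wells; nearly all actives have a fitted effect of over 60% in size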
#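 Compounds were pin-transferred as a titration series up to 57 uM into substrate buffer (0.5 mM F6P, 0.1 mM ATP, pH 8.0), then 1.25 nM PFK was added and reactions ran 45 min before ADP-Glo detection.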
# USP2a inh – qHTS Assay for Inhibitors of Ubiquitin-specific Protease USP2a Using CHOP2 as the Reporter; hit rate 0.01% among 330,000; Ubiquitin carboxyl-terminal hydrolase 2 (Homo sapiens), O75604; USP2 core, Ub-CHOP2 coupled fluorogenic reporter, 485/531; Potency, µM (doses to about 38.3 µM), inactives show at the highest dose activity change, negative = inhibition, most hits filed as inhibitors; AID 463254, 2010;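 further: potency means the concentration at half of the fitted maximal effect; plate controls were DMSO wells for no effect and full inhibition by NEM control for full effect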
#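 Cell-free coupled assay: 10nM USP2 core preincubated 30min RT with compound in Tris-HCl pH 8.0/CaCl2/CHAPS buffer, then 25nM Ub-CHOP2 and 25nM reporter substrate; fluorescence (Ex 485/Em 531) read after 60min RT, normalized to NEM inhibition, concentration-response curves fitted.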
# TCR act – Activators of T cell receptors: qHTS campaign; primary human leukocytes, anti-CD3, IL-2 HTRF, 48 h; Potency, µM (doses to about 9.22 µM), for the others: at the top dose activation of IL-2 secretion, most hits filed as activators; AID 504894, 2011; 330,000 tested, under 10 active; further: % of control where 0% means no effect
#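 Compounds are tested in HTS on primary human leukocytes co-incubated with a-CD3 beads for 48 hr. IL-2 output is measured by time-resolved FRET.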
# Eya2 phos inh – qHTS Assay for Inhibitors of the Phosphatase Activity of Eya2. Protein phosphatase EYA2 (Homo sapiens), O00167. recombinant Eya2, OMFP fluorescence dephosphorylation (OMFP is methylfluorescein phosphate). Potency, µM (titrated, usually from 76.9 µM), inactives show top-dose activity, negative = inhibition, actives largely listed as inhibitors. AID 488837, 2010. hit rate 0.006% among 330,000; further: potency means the concentration at half of the fitted maximal effect; on the % scale 0 is the no-effect control and ±100 the full control effect
#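 Eya2 protein (added as 0.2 uM solution) was preincubated with compound for 10 min at ambient temperature in 50 mM HEPES pH 7.5, 50 mM NaCl, 5 uM MgCl2, 0.05% BSA, 1 mM DTT. OMFP (added at 50 uM) then reacted 10 min; fluorescence read at 485/525 nm.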
# Mito fusion act – qHTS Assay for Small Molecule Inhibitors of Mitochondrial Division or Activators of Mitochondrial Fusion; S. cerevisiae fusion-defective mutant growth rescue, CellTiterGlo 48 h; Potency, µM (titrated, usually from 46.1 µM), without a hit: top-dose growth rescue (activation), actives largely listed as activators; hit rate 0.23% among 320,000; AID 485298, 2010;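 further: potency means the concentration at half of the fitted maximal effect; % of control where 0% means no effect; nearly all actives have a fitted effect of over 45% in size; temperature-sensitive fusion mutants such as fzo1-1 at 37 °C on non-fermentable ethanol glycerol medium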
#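 S. cerevisiae fusion-defective temperature-sensitive mutants (e.g. fzo1-1, mgm1-5) grown 48 h at 37C in YPEG (ethanol/glycerol non-fermentable) medium with 23 nl compound per well; growth rescue read as CellTiterGlo luminescence.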
# uPA surface inh – qHTS for Inhibitors of Cell Surface uPA Generation; cell surface uPA generation assay, qHTS; Potency, µM (highest dose often 38.3 µM), for inactives: top-dose activity change, negative = inhibition, usual class: inhibitors; hit rate 0.31% among 330,000; active means well fitted inhibition curve with a large enough effect; inconclusive means small, poorly fitted or top-dose-only effect; inactive means no such curve, though single readings can be large or run the other way; tested in mouse RAW 264.7 cells; further: potency means the concentration at half of the fitted maximal effect; on the % scale 0 is the no-effect control and ±100 the full control effect; nearly all actives have a fitted effect of over 55% in size
# BCR signal inh – qHTS Assay to Find Inhibitors of Chronic Active B-Cell Receptor Signaling. ABC-DLBCL IkBa-CBG/CBR reporter, luminescence ratio, 4 h. Potency, µM (titrated, usually from 46.1 µM), for inactives: at the top dose ratio change, negative = lower green/red ratio, most hits filed as inhibitors. hit rate 0.05% among 340,000. AID 493014, 2011; active means well fitted inhibition curve with a large enough effect in the signal ratio, with a control signal flat, not every such curve was filed as active; inconclusive means small, poorly fitted or top-dose-only effect, or effect the other way, or a change in a side signal; the % refers to the signal ratio;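 further: potency means the concentration at half of the fitted maximal effect; plate controls were basal doxycycline-induced cells for no effect and cells given 10 µM MG132 for full effect; MG132 reads +100%, hits lower the ratio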
#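 TMD8 human ABC-DLBCL cells with doxycycline-inducible IκBα–green luciferase fusion and unfused red luciferase, in 0.5% FBS medium; compounds up to 46 uM, 4 h at 37C. Green/red luminescence ratio, filter-overlap corrected, fitted to concentration-response curves.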
# TSG101-PTAP inh – qHTS Assay for Iinhibitors of HIV-1 Budding by Blocking the Interaction of PTAP/TSG101; Tumor susceptibility gene 101 protein (Homo sapiens), Q99816; Fluorescence polarization, FITC-PTAP peptide / Tsg101 binding; Potency, µM (highest dose often 115 µM), inactives show at the highest dose activity change, negative = inhibition, usual class: inhibitors; 340,000 tested, under 10 active; AID 493005, 2010; active means well fitted inhibition curve with a large enough effect in the main read-out, with a control signal flat, not every such curve was filed as active; inconclusive means small, poorly fitted or top-dose-only effect, or effect the other way, or a change in a side signal; inactive means no such curve, though single readings can be large or run the other way; further: potency means the concentration at half of the fitted maximal effect; % of control where 0% means no effect
# Target sequence (Q99816 whole entry, looked up): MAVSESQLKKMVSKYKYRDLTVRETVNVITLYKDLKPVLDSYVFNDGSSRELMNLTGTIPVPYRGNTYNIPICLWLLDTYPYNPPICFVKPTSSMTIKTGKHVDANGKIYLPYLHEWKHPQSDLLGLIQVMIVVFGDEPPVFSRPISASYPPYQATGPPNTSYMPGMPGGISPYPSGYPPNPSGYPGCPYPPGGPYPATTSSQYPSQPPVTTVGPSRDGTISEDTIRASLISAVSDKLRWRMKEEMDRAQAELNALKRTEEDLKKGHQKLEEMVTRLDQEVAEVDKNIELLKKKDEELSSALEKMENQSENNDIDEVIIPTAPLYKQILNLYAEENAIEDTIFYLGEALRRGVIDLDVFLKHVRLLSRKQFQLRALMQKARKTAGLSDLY
#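 Tsg101 binding domain (10 uM final) was mixed with compound and a FITC-labeled PTAP peptide (50 nM final) in HEPES pH 7.5 buffer with NaCl, Tween 20, EDTA and TCEP; fluorescence polarization was read after 20 min at r.t.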
# B2AR arrestin – qHTS assay of beta-arrestin-biased ligands of beta2-adrenergic receptor | beta-arrestin recruitment to beta2AR, cell-based reporter | Beta-2 adrenergic receptor (Homo sapiens), P07550 | hit rate 0.02% among 330,000 | Potency, µM (titrated, usually from 46.1 µM), for inactives: top-dose activation, actives largely listed as activators;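 further: potency means the concentration at half of the fitted maximal effect; 0% = DMSO controls and full agonism = EC100 isoproterenol or metaproterenol; nearly all actives have a fitted effect of over 65% in size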
# TSHR antag – Antagonists of the Thyroid Stimulating Hormone Receptor: HTS campaign; Thyrotropin receptor (Homo sapiens), P16473; TSHR-expressing cells, TSH-stimulated cAMP HTRF, 2 h; hits give low values; activity change, negative = inhibition, % at 11.5 µM; hit rate 0.2% among 330,000;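 active means activity change below a set negative limit, meaning inhibition stronger than a set level, cut at about -70% in these data; inconclusive means activity change between two set negative limits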; further: on the % scale 0 is the no-effect control and ±100 the full control effect
# Target sequence (P16473 whole entry, looked up): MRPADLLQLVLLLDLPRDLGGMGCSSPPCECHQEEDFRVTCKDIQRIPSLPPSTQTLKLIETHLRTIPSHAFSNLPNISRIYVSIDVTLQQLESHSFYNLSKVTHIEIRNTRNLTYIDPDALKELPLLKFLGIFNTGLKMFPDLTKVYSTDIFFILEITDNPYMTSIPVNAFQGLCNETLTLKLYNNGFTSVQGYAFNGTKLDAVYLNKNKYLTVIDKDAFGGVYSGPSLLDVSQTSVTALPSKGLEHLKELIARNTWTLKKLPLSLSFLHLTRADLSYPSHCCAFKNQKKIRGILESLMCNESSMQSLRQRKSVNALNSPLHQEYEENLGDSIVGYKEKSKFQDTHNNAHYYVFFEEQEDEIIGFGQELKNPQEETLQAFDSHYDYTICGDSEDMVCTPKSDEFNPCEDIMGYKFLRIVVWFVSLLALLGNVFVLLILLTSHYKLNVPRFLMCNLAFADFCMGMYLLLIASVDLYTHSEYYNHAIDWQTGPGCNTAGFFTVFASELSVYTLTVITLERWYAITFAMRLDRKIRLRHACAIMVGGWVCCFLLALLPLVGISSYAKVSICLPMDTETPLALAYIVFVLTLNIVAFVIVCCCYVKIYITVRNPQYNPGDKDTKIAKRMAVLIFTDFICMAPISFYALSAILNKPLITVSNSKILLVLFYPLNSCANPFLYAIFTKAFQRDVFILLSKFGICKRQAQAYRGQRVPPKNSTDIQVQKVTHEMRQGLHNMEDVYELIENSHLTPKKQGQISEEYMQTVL
#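 Freshly harvested TSHR cells receive pin-tooled compound, then EC80 TSH at 4nM final. After 2 hours at 37 deg C, antibody in lysis buffer and cAMP-d2 are added; 30 minutes at ambient temperature precede the HTRF read.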
# ELG1 repair inh – qHTS screen for small molecules that inhibit ELG1-dependent DNA repair in human embryonic kidney (HEK293T) cells expressing luciferase-tagged ELG1 | HEK293T ELG1-luciferase reporter, luminescence, 16 h; DNA damage induced by 5-fluorouridine | Potency, µM (top dose mostly 46.1 µM), without a hit: at the top dose activity change, negative = inhibition, most hits filed as inhibitors | hit rate 2.3% among 330,000 | AID 504467, 2011; further: potency means the concentration at half of the fitted maximal effect; on the % scale 0 is the no-effect control and ±100 the full control effect; nearly all actives have a fitted effect of over 55% in size
#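 DMSO vehicle served as the neutral condition. Each well held 2,000 cells given 5-fluorouridine plus compound; after 16 hr at 37 °C/5% CO2, ONE-Glo was added and luciferase measured 30 min later.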
# An asterisk follows results filed as active; u = inconclusive; x = no result given; [ ] = remark or other dose. Unless noted, the call rests on the fitted dose curve; in most records, active means well fitted curve in the direction sought with a large enough effect; inconclusive means small, poorly fitted or top-dose-only effect, or another doubt; inactive means no such curve, though single readings can be large; an effect the other way counts as inactive or inconclusive.
SMILES,Tb PFK block,USP2a inh,TCR act,Eya2 phos inh,Mito fusion act,uPA surface inh,BCR signal inh,TSG101-PTAP inh,B2AR arrestin,TSHR antag,ELG1 repair inh
CC(C)C(=O)Nc1c(-c2cccs2)c(=O)c2ccccc2n1C,-1%,4%,1%,3%,-3%,x,4%,1%,0.1%,-1,2%
O=C(Nc1ccc(S(=O)(=O)N2CCCCCC2)cc1)C1CCCO1 (configuration not stated),0%,-1%,0%,-29%,-2%,-1%,u,-1%,-0.4%,15,18%
COc1ccc(C(=O)N2CCCCCCC2)cc1OC1CCN(C(C)C)CC1,0%,0%,6%,4%,17%,-1%,-1%,-3%,0.2%,17,15%
O=C(c1ccccc1)c1ccccc1C(=O)N1CCN(Cc2ccccc2F)CC1,-5%,1%,x,u,4%,-9%,5%,2%,0.1%,-5,-5%
NNC(=O)c1cc2ccccc2cc1O,10%,0%,-1%[46.1 µM],-11%,-5%,1%,-17%,-1%,-0.2%,7,-1%
Cc1nn(Cc2c(Cl)cccc2Cl)c(C)c1NC(=O)c1sc2ccccc2c1Cl,3%,0%,-2%,21%,3%,10%,-8%,-3%,-0.1%,-1,0%
CC1(C)C(C=C(Cl)Cl)C1C(=O)Nc1ccc(S(=O)(=O)Nc2ncccn2)cc1 (configuration not stated),-1%,1%,-6%,-1%,2%,7%,-14%,-4%,-0.8%,-10,12%
Cc1noc(C)c1CSCC(=O)Nc1nc2ccc(Oc3ccccc3)cc2s1,2%,4%,-3%,-20%,u,3%,u,0%,-0.9%,-27,u
O=C(CCCC(=O)OCC(Cl)=C(Cl)Cl)Nc1ccccc1F,2%,-3%,0%[46.1 µM],-11%,-2%,12%,16%,0%,0.0%,-2,3%
O=S(=O)(c1ccc(Cl)cc1)N1CCN(C(=S)Nc2ccccc2F)CC1,2%,-2%,8%,-13%,1%,-1%,-6%,0%,0.0%,-4,u
O=C(NCCc1ccc(Cl)cc1)C1CCC(CNc2c(N3CCCCC3)c(=O)c2=O)CC1 (configuration not stated),-3%,0%,-5%,6%,1%,-12%,0%,-3%,-1.9%,11,u
CCCCn1c(N)c(N(CCOC)C(=O)c2ccc3c(c2)C(=O)N(c2cc(C)ccc2C)C3=O)c(=O)[nH]c1=O,-4%,0%,-14%,-13%,-2%,2%,-3%,-2%,0.2%,-3,3%
Cn1c2c(c(=O)n(C)c1=O)C(c1ccc(Br)cc1)Nc1ccccc1O2 (configuration not stated),-4%,2%,5%,-4%[15.4 µM],9%,x,0%,-4%,-0.5%,3,9%
COc1ccccc1NC(=O)C1=C(C)Nc2nnnn2C1c1cc(Br)ccc1OC (configuration not stated),2%,4%,-1%,-18%,-2%,-6%,u,-3%,-0.5%,-5,-2%
COc1cc2c(cc1OC)CC1(CCCCC1)N=C2,4%,-1%,2%,-1%,5%,-1%,-7%,1%,0.1%,6,4%
Cc1ccc2sc(N(CCCN(C)C)C(=O)c3ccc(S(=O)(=O)N(C)C4CCCCC4)cc3)nc2c1C,3%,3%,-3%,-10%,-31%[inhibitor],u,u,0%,0.3%,0,-14%
Cc1ccc2nc(SCC(=O)Nc3ccc4c(c3)OCO4)nc(=O)n2c1,-2%,1%,5%,16%,-11%,-2%,1%,0%,0.0%,-4,-4%
Cc1ccc(C)c2[nH]c(=O)c(CCNC(=O)C(C)(C)C)cc12,2%,0%,-4%,2%,3%,5%,6%,-1%,-0.2%,8,-29%
CC(OC(=O)c1ccc2c(c1)OCO2)C(=O)NC1CCCCC1C (configuration not stated),-4%,-5%,4%,0%,3%,3%,u,0%,-0.5%,8,6%
CC1CC2=C(NC(=S)NC2c2ccc(F)cc2)/C(=C/c2ccc(F)cc2)C1 (configuration not stated),5%,4%,5%,u,3%,x,-1%,-6%,-0.1%,-8,7%
CCc1ccc(C2=NN(CCC(=O)NC3CCCCCC3)C(=O)CC2)cc1,4%,3%,2%,-11%,-1%,0%,1%,0%,-1.4%,-2,0%
Cc1ccn(C(=O)c2cc3ccccc3oc2=O)n1,4%,1%,x,-4%,-2%,x,-10%,x,-0.9%,-6,3%
COc1ccc2c(c1)C(=O)CCC2c1ccccc1 (configuration not stated),1%,-2%,0%,4%,1%,-3%,-4%,0%,-2.0%,-12,-7%
Cn1c(=O)n(C)c2cc(S(=O)(=O)O)ccc21,-3%,0%,5%,-21%,-2%,1%,u,-4%,-1.0%,2,14%
COCCNC(=O)c1ccc(C2SCC(=O)N2Cc2ccco2)cc1 (configuration not stated),-9%,5%,-1%,12%,1%,1%,-7%,-1%,0.0%,22,5%
CCCNC(=O)c1nc(C)n(-c2ccc([N+](=O)[O-])cc2)n1,-2%,1%,1%,u,-27%,2%,1%,-3%,0.2%,1,5%
CCCCCCSc1ccc([C@H]2N[C@@](C)(C(=O)OC)[C@H]3C(=O)N(C)C(=O)[C@@H]23)cc1,0%,-10%,0%,-28%,21%,-28%,-6%,-7%,0.3%,u,u
Cc1cc(C)n(CC(=O)Nc2ccc([N+](=O)[O-])cc2)n1,-6%,-7%,-8%,-8%,-8%,4%,-4%,0%,-0.4%,6,0%
CCOc1ccc(NS(=O)(=O)c2ccc(C(=O)N3CCCC3)cc2)cc1,4%,1%,0%,-8%,4%,0%,8%,-5%,-0.2%,5,5%
CCCCCC(=O)Nc1cccc(C2=NOC3(C2)C[C@H](C(N)=O)N(C(=O)CCCCC)C3)c1 (some centres not stated),3%,1%,1%,-4%,5%,16%,-3%,-3%,0.3%,1,u
COc1cc2c(cc1NC(=O)COC(=O)[C@@H](NS(=O)(=O)c1cccc(Cl)c1)C(C)C)oc1ccccc12,0%,0%,1%[46.1 µM],4%,7%,11%,13%,-4%,-0.3%,-5,4%
COc1ccc(CCNC(=O)CSc2nc3[nH]ncc3c(=O)n2-c2ccccc2Br)cc1OC,-6%,11%,-2%,7%,0%,4%,-14%,-2%,0.4%,3,16%
C=CCNC(=O)C12CC3CC(C1)CC(C(=O)NCC=C)(C3)C2,-10%,2%,-3%[46.1 µM],5%,-4%,3%,10%,-1%,0.0%,-1,1%
COc1ccc(CCCc2n[nH]c(=S)o2)cc1,2%,-2%,0%,3%,3%,1%,16%,0%,-0.6%,-3,3%
CCc1ccccc1N(CC(=O)N1CCc2ccccc2C1)S(C)(=O)=O,-10%,-3%,1%,-19%,6%,2%,5%,0%,0.9%,26,0%
COc1c(C)cc(C(=O)C2CCCN(C(=O)c3cccc(-n4cccn4)c3)C2)cc1C (configuration not stated),0%,1%,3%,6%,8%,3%,1%,-7%,0.3%,-15,23µM*
Cc1ccccc1NC(=S)Nc1ccccn1,-16%,-5%,-6%,-3%,-20%,0%,-12%,-3%,u,2,-1%
Cc1ccc2nc(-c3ccccc3)cc(C(=O)N3CCc4ccccc4C3)c2c1,-4%,-6%,-7%,0%,4%,u,u,0%,-1.1%,-5,-3%
COCC(=O)n1cc(C(=O)OC)c2ccccc21,1%,-2%,2%[46.1 µM],6%,0%,0%,u,-8%,0.4%,-12,17%
COc1ccc(S(=O)(=O)CCC(=O)N2CC(=O)N(CCc3ccccc3)C(=O)C2)cc1,15%,1%,3%,2%,3%,-7%,0%,-5%,-0.2%,-1,6%
Cc1ccccc1NC(=O)CSc1ccncc1,-2%,3%,9%,2%,0%,-1%,-4%,-5%,-0.2%,0,12%
COc1ccc(C(=O)Nc2cccc(-c3nnc(-c4ccco4)o3)c2)cc1,2%,2%,-1%,-15%,18%,-13%,u,-14%,0.1%,-19,21µM*

# No enrichment for hits. About 3% of those tested had a hit in this group.
